# KDM5B inhibitor: inhibitors of human KDM5B histone demethylase; Q9UGL1; KDM5B demethylase, FDH-coupled NADH fluorescence (FDH is formaldehyde dehydrogenase); Potency, µM (titrated, usually from 57.7 µM), without a hit: top-dose activity change, negative = inhibition, usual class: inhibitors; 220,000 compounds, 2.6% hits; AID 1347165; active means well fitted inhibition curve with a large enough effect; inconclusive means small, poorly fitted or top-dose-only effect; inactive means no such curve, though single readings can be large or run the other way; further: 0% is about no effect; nearly all actives have a fitted effect of over 70% in size
#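 Coupled FDH/NAD⁺ fluorescence readout. KDM5BΔAP 200 nM final; compound titration, 10 min RT preincubation; substrate mix 12.5 µM H3K4me3, 25 µM 2-OG, 50 µM Fe(II), 100 µM ascorbate, 0.25 mM NAD⁺, 0.25 U/mL FDH; ΔRFU over 30 min.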
# The depositor's hits bear a star; ? = inconclusive; & = joins results of further samples; [ ] = remark or other dose. Potency means the concentration at half of the fitted maximal effect. Only part of the results is shown; count on the stated rates, not on these rows.
KDM5B inhibitor,SMILES
-3%,CCOc1ccc(C(=O)Nc2nnc(S(=O)(=O)N(CC)c3ccccc3C)s2)cc1
3%,COc1ccccc1NC(=O)CC1CCCN(c2cn[nH]c(=O)c2)C1 (stereo unspecified)
?,Cc1cncnc1C1CCN(c2cc(C3CC(N)C3)ncn2)CC1 (stereo unspecified)
?,Cc1ccc2c(C(=O)NCc3ccc(F)cc3Cl)cc(NC(=O)C(C)C)cc2n1
-13%[86.2 µM],Cc1oc(C(O)c2cccc(O)c2)nc1C(=O)Nc1ccc(N2CCOCC2)cc1 (stereo unspecified)
16%,O=C(Nc1ccc(C(F)(F)F)cc1)c1nn(-c2ccccc2)c(=O)c2ccccc12
23%,O[C@H]1[C@H](NCc2ccc(OC(F)(F)F)cc2)[C@H]2CO[C@H](O2)[C@@H]1N1CCN(c2ccccc2)CC1
-27%,O=c1[nH]c(S)c(/C=C2\C=Nc3ccccc32)s1
?,COc1ccc(CN2CCNc3cnc(Oc4ccccc4)cc3C2)cc1O
-13%,CCOC(=O)c1cnc2ccccc2c1N1CCN(CC(=O)N(C)C)CC1
-27%,CO[C@H]1[C@H](NC(=O)c2cc(CC(C)C)no2)c2ccccc2C12CCNCC2
-16%,CC(C)c1nnc(C2CN(C(=O)c3nccc4ccccc34)CC23CCOCC3)o1 (stereo unspecified)
23%,COC[C@]1(O)CCN(C(=O)C2CCN(CC(N)=O)CC2)CC1(C)C
15%,O=C(COC(=O)c1ccc(S(=O)(=O)N2CCCC2)cc1)NCc1ccco1
18%,O=C(Nc1ccc2c(c1)CCC2)c1cc(-c2ccc(F)cc2)nc2ccc(Br)cc12
10%,CCN(CC)C(=O)Cn1c(=O)n(CCCCCC(=O)Nc2ccccc2)c(=O)c2sccc21
-16%,CC12CN3CC(C)(CN(C1)C3c1ccc(Cl)cc1)C2 (stereo unspecified)
0%,Cc1ccc(C)c(CN2CCn3c(nn(Cc4ccccc4C)c3=O)C2=O)c1
-18%,COc1ccc(C(=O)N2CCCC(Nc3ccc(F)cc3)C2)c(OC)c1 (stereo unspecified)
-12%,Fc1ccc(-n2ncc3c(N4CCN(Cc5ccccc5)CC4)ncnc32)cc1
-28%,COc1ccc(CCNC(=O)c2nc(SCc3ccccc3F)ncc2Cl)cc1OC
2%,COc1ccccc1CN(C)C(=O)CCn1ccc2ccccc21
24%[86.2 µM],CC[C@H]1CN(C(=O)NC(C)C)CC[C@H]1CC(=O)NC1CC1
-20%,O=C1CCC[C@H]2C3CC(CN(c4nc5ccccc5s4)C3)CN12 (stereo partly specified)
2%[115 µM],O=C(O)CCC(=O)N1Cc2ccccc2CC2(CCCN(CCc3ccccc3)C2)C1 (stereo unspecified)

# Among those listed so far, these have a CF3 group.
KDM5B inhibitor,SMILES
16%,O=C(Nc1ccc(C(F)(F)F)cc1)c1nn(-c2ccccc2)c(=O)c2ccccc12
23%,O[C@H]1[C@H](NCc2ccc(OC(F)(F)F)cc2)[C@H]2CO[C@H](O2)[C@@H]1N1CCN(c2ccccc2)CC1

# Later entries.
KDM5B inhibitor,SMILES
-10%,O=C1Nc2c(c(=O)[nH]c(=O)n2-c2ccc(F)cc2)C1(NS(=O)(=O)c1ccc(Cl)cc1)C(F)(F)F (stereo unspecified)
-12%,CSc1nc(C)c(CCC(=O)NC(C)c2ccc(F)cc2)c(C)n1 (stereo unspecified)
32%[86.2 µM],COC(=O)N1CCc2nc(C(C)C)nc(-c3ccc(O)cc3)c2C1
28%,CCOc1ccc(CCNC(=O)COC(=O)c2cc(S(=O)(=O)N3CCOCC3)ccc2F)cc1OCC
16%,CC(c1ccc(-c2ccc(CO)cc2CO)cc1)N1CCCC1 (stereo unspecified)
-9%,Clc1ccc(C2Cn3nnc(-c4noc(CCc5ccccc5)n4)c3CO2)cc1 (stereo unspecified)
?,Cc1cc(=O)oc2cc(OCC(=O)NC(=O)NC3CCCCC3)ccc12
?,COc1ccccc1CN1Cc2cc(NC(=O)Cc3cccs3)ccc2OC(C)C1=O (stereo unspecified)
?,CCn1ncc(C(=O)N2CCC3(CC2)CN(Cc2ccccc2)CC3CO)c1C (stereo unspecified)
?,Cc1ccc2nc(NS(=O)(=O)c3ccc(Cl)cc3)c(Nc3ccc(C(=O)O)cc3)nc2c1
5%,O=C(CCCc1cccs1)NCc1ccccc1COc1ccccc1
-20%,COc1cccc(CN2Cc3cc(NC(=O)c4cccc(F)c4)ccc3OC(C)C2=O)c1 (stereo unspecified)
-5%[149 µM],CC(C)C1=NOC2(CCN(Cc3ccc(C(F)(F)F)cc3)C2)C1 (stereo unspecified)
-2%,COc1cccc(CNCCCSc2nnnn2C)c1OC
?,CCCn1c2ccccc2c2cnn(CC(=O)NCCc3ccc(C)cc3)c(=O)c21
14%,O=C(NCc1cccc(Cl)c1)NCc1noc2ccccc12
-6%,CN1CCCC1c1nc(C2CN(C(=O)c3cnccn3)C2)no1 (stereo unspecified)
-10%,CCC(CC)C(=O)Nc1nnc(SCc2cc(=O)n3cccc(C)c3n2)s1
-6%,O=C(CN1CCCCC1c1nc2ccccc2s1)NC(=O)Nc1ccc2c(c1)OCCO2 (stereo unspecified)
?,C=CCNC(=O)c1ccc(-c2nc3ccccc3nc2-c2ccccc2)cc1
13%,CCNc1nnc(SCc2nc(-c3ccc(F)cc3)no2)s1
-18%,Cc1cccc(C(=O)Oc2c(Sc3ccccc3)c(C)nn2C(C)(C)C)c1
17%,NC(=O)[C@@H](Cc1ccccc1)NC(=O)[C@@H]1C[C@@H](NC(=O)c2cnccn2)CCN1C(=O)CSCC(=O)O
-17%,CC(C)Cc1nnc(NC(=O)CCc2c[nH]c3ccccc23)s1
-11%,CCc1ccc(N2C(=O)CS(=O)(=O)C23C(=O)N(Cc2ccccc2)c2ccccc23)cc1 (stereo unspecified)

# Given comma-delimited: part of the list above.
mol,KDM5B inhibitor
CC(C)Cc1nnc(NC(=O)CCc2c[nH]c3ccccc23)s1,-17%
CCN(CC)C(=O)Cn1c(=O)n(CCCCCC(=O)Nc2ccccc2)c(=O)c2sccc21,10%
COc1ccccc1NC(=O)CC1CCCN(c2cn[nH]c(=O)c2)C1 (stereo unspecified),3%
CO[C@H]1[C@H](NC(=O)c2cc(CC(C)C)no2)c2ccccc2C12CCNCC2,-27%

# The list continues.
KDM5B inhibitor,SMILES
-8%,CCOC(=O)c1c(-c2ccc(C)cc2)csc1NC(=O)c1nc(SC(C)C)ncc1Cl
?,CCCN(CCC)CCCNC(=O)c1cc2c(=O)oc3ccc(C)cc3c2s1
13%[86.2 µM],COc1ccc(C(=O)N2CCOC[C@H](Oc3ccc(C(F)(F)F)cc3)C2)cc1
3%,COc1ccc(C(C)=O)cc1CN(C)Cc1ccccc1
21%,O=C(Nc1ccnn1C1CCN(Cc2cccc(O)c2)CC1)C1CCCC1
5%,CC(C(=O)c1c[nH]c2ccccc12)N1CCC(C(=O)N2CCCCCC2)CC1 (stereo unspecified)
-13%,O=C(c1ccc(F)cc1)N1CCC(c2nn(Cc3ccccc3)c(=O)[nH]2)CC1
6%,Cc1ccc(/C=C/C(=O)N2CCN(Cc3ccccc3)CC2)cc1
-14%,Cc1cccc(NC(=O)CCS(=O)(=O)c2cccc3nsnc23)c1C
18%,C=CCOc1ccc(C(=O)Nc2cccc(OC)c2)cc1
-14%,CN(C)CCCNC(=O)c1cc(-c2ccc3c(c2)OCO3)nc2ccccc12
-27%,Cc1ccccc1NC(=O)c1sc2nc(-c3cc4ccccc4oc3=O)[nH]c(=O)c2c1C
-21%,CC(=O)NCc1ccc(-c2csc(Nc3ccc(F)cc3)n2)o1
35µM*,O=C(NCCc1noc(-c2ccccc2)n1)C1NCCc2[nH]cnc21 (stereo unspecified)
-12%[86.2 µM],CC1(COc2cccnc2)COc2ccc(C(=O)Nc3ccc4[nH]ccc4c3)cc2N1 (stereo unspecified)
12%,Cc1nc(N2CCC(NC(=O)CNC(=O)c3ccccc3)CC2)cc(C(F)(F)F)n1
30%[activator],CCOc1cc(=O)n2c(c1C(=O)NCc1ccccc1F)CCCC2
-2%,O=C(Cc1ccccc1F)N1CCC(c2n[nH]c(=O)n2-c2ccccc2)CC1
?,CCNC(=O)C1C(c2cccc(NC(=O)c3cccc(C)c3)c2)OC(=O)N1Cc1cccc(Cl)c1 (stereo unspecified)
-1%,Cc1cn2c(/C=C/C(=O)c3ccc(S(=O)(=O)N(C)C)cc3)c(C)nc2s1
9%,Cn1nc(C(=O)Nc2cc(-c3cccc(F)c3)no2)c2c1-c1ccccc1OC2
-8%,CN(C)CCN(C(=O)CCc1ccccc1)c1nc2c(F)cc(F)cc2s1
4%,COCCn1cnc2c1c(=O)n(CC(=O)NC1CCCCC1)c(=O)n2Cc1ccccc1
18%,FC(F)(F)c1ccc(Cl)c(N/N=C/C(c2ccccc2)c2ccccc2)c1
1%,CC(=O)N(CCC1(Cc2ccccc2)CCOC(C)(C)C1)Cc1ccccc1 (stereo unspecified)

# (more compounds)
KDM5B inhibitor,SMILES
16%,CCCCOC(=O)COc1ccc2c(=O)c(Oc3cccc(C)c3)c(C(F)(F)F)oc2c1
-4%,Cn1ccnc1CN1C(=O)CO[C@H](c2ccc(NC(=O)c3ccnc(Cl)c3)cc2)[C@H]1CO
?,Cc1ccc(-n2nc3c(N4CCC(C(=O)NCc5ccccc5Cl)CC4)nnc(C)c3c2C)cc1
?,Oc1c(C(c2ccccc2Cl)N2CCN(Cc3ccccc3)CC2)sc2nc(-c3ccco3)nn12 (stereo unspecified)
-21%,O=C(c1ccccc1)N1CCCC(CN2CCOCC2)CC1 (stereo unspecified)
-25%,CC(C)(C)OC(=O)NCCCC(=O)NCc1ccnc2[nH]ccc12
-7%,CCOC(=O)c1cccc(NC(=O)C2(S(=O)(=O)c3ccc(C)cc3)CC2)c1
-23%,Cc1ccc(CNC(=O)C(=O)Nc2c3c(nn2-c2ccccc2)CSC3)cc1
28µM*,COCCNC(=O)c1c(C)noc1-c1cc(OC)c(OC)c(OC)c1
-14%,COc1ccc(C2Cn3nnc(-c4noc(Cc5cccc(F)c5)n4)c3CO2)cc1 (stereo unspecified)
-2%,Cn1c(SCC(=O)N2CCOCC2)ncc(C(=O)Nc2ccc(F)cc2)c1=O
-28%,CCN(CC)c1ccc(C(=S)N(C)C)cc1
-46%,CCOc1ccc(CCNC(=O)c2cc3cc4cc(OC)ccc4nc3s2)cc1OCC
-2%&3%,CC(C)c1cnc2c(c1SCC(=O)NCc1ccccc1Cl)c(=O)n(C)c(=O)n2C
4%[115 µM],Cn1cc(CN2CCOC[C@H](Oc3ccccc3)C2)cn1
-10%,COc1cccc(C2=NS(=O)(=O)N(C)C(C(=O)Nc3cccc(O)c3)=C2)c1
-19%,COc1cncc([C@@H](NC(=O)c2scc3c2OCCO3)C2CC(O)C2)c1 (stereo partly specified)
-16%,C[N+]1(CC#Cc2ccc(C#CC[N+]3(C)CCOCC3)cc2)CCOCC1
0%,CCOc1ccc(CCNC(=O)c2cccc(-n3cnnn3)c2)cc1OCC
-12%[115 µM],CNC(=O)C(C)(C)N1CCC[C@H]1C(=O)NC1CCCC1
4%,COc1cccc2oc(C(=O)c3cc(C)sc3C)cc12
7%,COCCn1c(=O)c2c(nc(-n3nc(C)cc3C)n2CCc2ccccc2)n(C)c1=O
12%,CNC(=O)[C@@H]1CN(C(=O)COc2cccc(C)c2)C[C@H]1CO
-3%,COc1ccc(NC(=O)c2cc3nc(-c4ccc(C)c(C)c4)cc(C(F)(F)F)n3n2)cc1
?,O=C(c1ccc(N2CC3CC(C2)[C@H]2CCCC(=O)N2C3)nc1)N1CCCCC1 (stereo partly specified)

# Structural class: the entries above with a COOH group (three)
KDM5B inhibitor,SMILES
2%[115 µM],O=C(O)CCC(=O)N1Cc2ccccc2CC2(CCCN(CCc3ccccc3)C2)C1 (stereo unspecified)
?,Cc1ccc2nc(NS(=O)(=O)c3ccc(Cl)cc3)c(Nc3ccc(C(=O)O)cc3)nc2c1
17%,NC(=O)[C@@H](Cc1ccccc1)NC(=O)[C@@H]1C[C@@H](NC(=O)c2cnccn2)CCN1C(=O)CSCC(=O)O

# New compounds follow:
KDM5B inhibitor,SMILES
-13%,CC(C)N(CC(N)=O)Cc1cccc2cccnc12
?,CCCCCNC(=O)c1nccnc1N
?,Cc1ccc(-c2cn3c(n2)sc2cc(C(=O)NCc4cccs4)ccc23)cc1
-63%,Cc1cc(NC(=O)N(C)CCc2c(C)nn(C)c2C)ccc1Br
-13%,COc1ccc(NC(=O)NC2COc3ccccc3C2)c(OC)c1 (stereo unspecified)
?,CCn1cc(CN2CCN(C(=O)C3CCCNC3)CC2)ccc1=O (stereo unspecified)
-29%,Cc1ccc(-c2nocc2CCC(=O)NCc2ccc(F)cc2Cl)cc1
2%,COCCNC(=O)[C@H]1C[C@H](Oc2cccnc2)CN1C(=O)NCc1ccc(C)cc1
?,Cc1ccc(-c2csc(CCn3nc(C)c4c(C(F)(F)F)cc(=O)[nH]c43)n2)cc1
5%,Cc1cc(NC(=O)C(=O)c2c[nH]c3ccc(Br)cc23)no1
6%,O=c1[nH]cnc2c1cnn2Cc1ccccc1Cl
13%,CCn1ncc(CN2CCC(N3C(=O)C4(CCCC4)C3c3scnc3C)CC2)c1C (stereo unspecified)
-2%,Cc1cccc(C(=O)N2CCc3cc(CNS(=O)(=O)c4ccc(F)c(Cl)c4)ccc32)c1
2%,CN(CC(=O)NC(=O)NC1CC1)Cc1cccc(F)c1
1%,Cc1oc2cc(OCC(=O)NCC(O)CO)ccc2c(=O)c1Oc1ccccc1 (stereo unspecified)
-3%,Cc1noc(C)c1S(=O)(=O)N(C)CC(=O)Nc1ccccc1C(C)(C)C

# Records above printed as active in KDM5B inhibitor.
KDM5B inhibitor,SMILES
35µM*,O=C(NCCc1noc(-c2ccccc2)n1)C1NCCc2[nH]cnc21 (stereo unspecified)
28µM*,COCCNC(=O)c1c(C)noc1-c1cc(OC)c(OC)c(OC)c1
